OXTR potentiate – human OXTR potentiators, primary screen, fluorescence, CHO-OTR cells, Fluo-8 calcium; Oxytocin receptor (Homo sapiens), P30559; Fluo-8 calcium fluorescence, potentiator mode; 0% = oxytocin EC15, 100% = EC100; activation, % at 3 µM; hit rate 0.061% among 320,000; AID 2445, 2010;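 active means activation above that plate's cutoff, the mean activation of tested compounds plus 3 SD, cut at about 6.6% in these data, passing the limit was not always enough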;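 further: 100% uses oxytocin at 75 nM as the full agonist control; some results filed as inactive read as strong as hits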
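Replication – single well per compound, singlicate · Assay system – CHO cell line stably expressing human OTR · Timing – 6 min pre-incubation, 100 s read · Measure – normalized max/min fluorescence ratio, % activation · Doses – 3.0 µM, one dose · Detection – Fluo-8 calcium dye fluorescence · Probe or stimulus – oxytocin near EC15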
CHO parental Ca – ATP-evoked calcium signal inhibitors, parental CHO, primary screen, counter-screen for OX1R antagonist project, cell-based, fluorescence, Fluo-8 calcium dye; parental CHO-K1, ATP-induced calcium, Fluo-8 fluorescence; inhibition, % at 5.6 µM; hit rate 0.63% among 330,000;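 active means inhibition above that plate's mean sample inhibition plus 3 SD, cut at about 26% in these data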;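 further: 0% = ATP-challenged DMSO wells and 100% = DMSO wells without ATP; some compounds past the cut are filed as inactive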
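Material: Parental CHO cells | Reagent: ATP | Compound dosing: Single nominal dose of 5.6 µM per compound | Detection: Intracellular calcium via Fluo-8 no-wash fluorescent dye | Read-out: % inhibition of ATP-induced calcium mobilization | Benchmarks: Low control ATP plus DMSO, high control DMSO only | Replicates: Singlicate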
CHO-K1 Ca ag – counter-screen for M1 agonists: effect in parental CHO-K1 cells; activation, % at 3 µM; Fluo-8 calcium fluorescence; scaled to maximal ATP response, vehicle zero; hit rate 0.48% among 360,000; in the data active means activation above about 15%;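 further: untransfected CHO-K1 host cells lacking M1 receptor as counterscreen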
CHO-K1 Ca antag – M1 antagonist counterscreen hit in parental CHO-K1 cells | inhibition, % at 3 µM | ATP-induced calcium, Fluo-8 fluorescence | hit rate 0.6% among 360,000;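 active means inhibition above a per-plate cutoff, the plate's mean sample inhibition plus 3 SD, cut at about 24% in these data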;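 further: 0% = DMSO plus EC80 ATP and 100% = DMSO alone without ATP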
CHO-K1 Ca PAM – nonselective calcium activators in parental CHO-K1 cells, primary screen, counter-screen for M1 PAM project, cell-based, Fluo-8 calcium fluorescence, full deck, 1536-well; ATP EC20; 0% at ATP EC20, 100% at ATP max; activation, % at 3 µM; hit rate 0.02% among 360,000; AID 602247, 2012;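 active means activation above the run cutoff, the mean activation of all test compounds plus 3 SD, cut at about 40% in these data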;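 further: peak over basal fluorescence ratio in a 140 s read after ATP addition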
TAAR1 agonist – human TAAR1 agonists, primary screen, Fluo-8 calcium fluorescence, CHO RD-HGA16 cells; hit rate 0.99% among 360,000; AID 624467, 2012; Trace amine-associated receptor 1 (Homo sapiens), Q96RJ0; vehicle wells 0%, saturating PEA agonist 100%; activation, % at 3 µM;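 active means activation above the mean activation of all test compounds in the run plus 3 SD, cut at about 38% in these data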
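Test system: RD-HGA16 (CHO) cells co-expressing Gα16 and hTAAR1; dosing: one-point dosing at 3 µM (nominal); timing: 17-24 h seeding, 75 min 37 °C dye, 30 min RT; signal: kinetic Fluo-8 calcium fluorescence; read-out basis: % activation relative to PEA EC100 response; controls: DMSO and PEA EC100; replicates: n 1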
V1R ag counter – agonists of human V1a receptor, primary screen, counter-screen for OXTR agonist project, fluorescence, CHO-V1R cells. hit rate 0.25% among 320,000. activation, % at 3 µM. Vasopressin V1a receptor (Homo sapiens), P37288. AID 2797, 2010. Fluo-8 calcium fluorescence, agonist mode; 0% DMSO, 100% 3 nM vasopressin;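 active means activation above the mean activation of all tested compounds plus 3 SD, per screening run, cut at about 20% in these data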;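 further: signal is peak over basal fluorescence ratio across a 100 second FLIPR read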
Target sequence (P37288 whole entry, looked up): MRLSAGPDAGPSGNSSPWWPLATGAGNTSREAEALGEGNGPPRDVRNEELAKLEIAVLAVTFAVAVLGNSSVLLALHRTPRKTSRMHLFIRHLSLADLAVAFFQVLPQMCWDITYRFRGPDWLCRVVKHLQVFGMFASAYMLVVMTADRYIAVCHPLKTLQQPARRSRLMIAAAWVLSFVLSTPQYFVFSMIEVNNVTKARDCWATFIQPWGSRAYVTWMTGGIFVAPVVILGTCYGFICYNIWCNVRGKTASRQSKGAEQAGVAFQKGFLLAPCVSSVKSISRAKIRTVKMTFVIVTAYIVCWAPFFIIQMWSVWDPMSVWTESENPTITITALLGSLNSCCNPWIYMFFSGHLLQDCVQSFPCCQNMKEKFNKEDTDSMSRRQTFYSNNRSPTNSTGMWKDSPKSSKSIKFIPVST
CHRM1 agonist – human M1 muscarinic receptor agonists, primary screen, Fluo-8 calcium fluorescence, CHO-K1 cells, HTS. Muscarinic acetylcholine receptor M1 (Homo sapiens), P11229. CHO-K1 hM1, agonist mode; 0% DMSO, 100% acetylcholine EC100. activation, % at 3 µM. hit rate 0.33% among 360,000. AID 588814, 2011;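 active means activation above the run's mean compound activation plus 3 SD, cut at about 16% in these data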;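 further: peak over basal fluorescence ratio within a 140 s kinetic read after compound addition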
Target sequence (P11229 whole entry, looked up): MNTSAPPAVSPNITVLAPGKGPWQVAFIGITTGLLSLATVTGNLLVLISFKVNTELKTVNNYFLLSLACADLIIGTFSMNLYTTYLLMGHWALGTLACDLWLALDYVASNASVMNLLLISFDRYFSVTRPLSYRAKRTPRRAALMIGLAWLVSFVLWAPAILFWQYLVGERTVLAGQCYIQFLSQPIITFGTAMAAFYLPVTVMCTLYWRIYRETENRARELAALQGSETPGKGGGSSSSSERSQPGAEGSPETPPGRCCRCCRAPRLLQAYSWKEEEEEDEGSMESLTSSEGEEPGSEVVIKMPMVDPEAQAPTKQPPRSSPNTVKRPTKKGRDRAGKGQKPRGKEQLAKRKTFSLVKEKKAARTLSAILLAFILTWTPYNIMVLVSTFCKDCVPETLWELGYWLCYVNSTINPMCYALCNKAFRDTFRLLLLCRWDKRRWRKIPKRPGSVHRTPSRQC
TAAR1 antagonist – human TAAR1 antagonists, primary screen, Fluo-8 calcium fluorescence, CHO RD-HGA16 cells | Trace amine-associated receptor 1 (Homo sapiens), Q96RJ0 | antagonist | inhibition, % at 3 µM | hit rate 1.5% among 360,000 | AID 624466, 2012;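 active means inhibition above a per-plate cutoff, the mean inhibition of test compounds on that plate plus 3 SD, cut at about 49% in these data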;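 further: 0% = DMSO plus EC80 beta-PEA response and 100% = DMSO alone without agonist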
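System: CHO RD-HGA16 cells bearing hTAAR1. Reagent: EC80 β-phenethylamine stimulus. Schedule: seeding 17-24 h prior, 75-min 37 °C, 30-min RT dye loading. Signal: Fluo-8 intracellular calcium dye fluorescence, real-time kinetic reads. Read-out: % inhibition from peak post-agonist over basal fluorescence ratio. Benchmarks: vehicle wells and EC80 agonist wells. Replicates: n of 1.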
The depositor's hits bear a star; · = not tested or not shown.

Below each compound – OXTR potentiate, CHO parental Ca, CHO-K1 Ca ag, CHO-K1 Ca antag, CHO-K1 Ca PAM, TAAR1 agonist, V1R ag counter, CHRM1 agonist, TAAR1 antagonist
[1] COc1ccc(NC(=O)c2cccc(N3C(=O)C4CC=C(C)CC4C3=O)c2)c(OC)c1 (stereo unspecified)
    -4, -19, 2.9, -7, 4, 8, 5.8, -2, 14
[2] Cc1ccc(NC(=O)CSc2cccc3cccnc23)c(C)c1
    -14, 0, 0.3, -11, 2, 0, -0.4, -5, -12
[3] CCc1nnc(NC(=O)C(NS(=O)(=O)c2ccc3c(c2)OCCO3)C(C)C)s1 (stereo unspecified)
    -9, -12, 0.1, -7, -9, 6, -0.6, -4, -14
[4] O=C(Nc1ccc2c(c1)OCCO2)Nc1ccc2c(c1)OCO2
    -2, -4, 1.7, -7, 9, 1, 1.5, -9, 3
[5] CCC(CC)NC(=O)CSc1nnc(-c2ccc(OC)cc2)n1C(C)C
    -14, -11, 0.9, -12, 20, 3, -0.8, -2, -1
[6] CC(C(=O)O)c1ccc2c(c1)[nH]c1ccc(Cl)cc12 (stereo unspecified)
    -3, -9, 0.4, -7, -9, 3, 2.8, 0, -19
[7] COc1ccc(CCN2C(=O)CC(Cc3ccc(Br)cc3)C2=O)cc1OC (stereo unspecified)
    -6, -26, 4.0, -11, 19, -2, 4.2, -8, 7
[8] CCn1c(CC(=O)Nc2ccc(C)cc2)nnc1SCC(=O)NCc1ccccc1
    -12, -12, -0.3, 2, -4, 9, -0.8, -4, 3
[9] COc1ccc(S(=O)(=O)Nc2ccccc2N2CCOCC2)cc1[N+](=O)[O-]
    -4, -8, 0.9, -4, 1, 2, 2.9, -2, 5
[10] CN(C)CCCN(C(=O)COc1ccc(Cl)cc1)c1nc2ccc(F)cc2s1
    -25, -2, 2.1, -6, 12, 41*, 6.3, 6, 5
[11] CC(NC(=O)c1c(N)[nH]c(C(=O)c2ccccc2)c1-c1ccccc1Br)c1cccc2ccccc12 (stereo unspecified)
    ·, ·, 0.0, 0, 2, 9, ·, ·, -9
[12] COc1ccc(CCNC(=O)CN(C)S(=O)(=O)c2cccs2)cc1
    -1, -5, 1.1, -5, 0, 1, 0.4, -2, -1
[13] CCn1cc(C(=O)NCCOC)c(=O)c2ccc(C)nc21
    -6, -3, 0.3, 17, -9, 0, 0.1, -1, 2
[14] CC(=O)NCCNC(=O)C1Cc2c(-c3ccccc3Oc3ccccc3)ccnc2O1 (stereo unspecified)
    ·, ·, 0.5, 1, 12, 1, ·, -2, -3
[15] N#Cc1ccccc1CN1C(=O)S/C(=C/c2cccn2-c2cccc(C(=O)O)c2)C1=O
    -13, -15, 0.0, -16, 11, 1, -2.0, -1, -43
[16] CCc1ccc(NC(=O)c2sccc2-n2cccc2)cc1
    -4, -6, -0.1, -4, 5, 15, -1.4, -2, 16
[17] CCc1ccc(-n2c(=O)c3c(C)c(C(=O)N(C)C)sc3n(CC(=O)NCC3CCCO3)c2=O)cc1 (stereo unspecified)
    -9, 0, 0.6, -15, 6, 3, 0.2, -2, -30
[18] C=CCn1c(SCC(=O)NC(=O)NC2CCCC2)nnc1C1CCCCC1
    -16, -15, 4.3, 2, 19, 8, 0.5, -2, -15
[19] CCCCNC(=O)c1cccc(NC(=O)C(=O)c2ccccc2NC(C)=O)c1
    -1, -9, 1.1, -5, 23, 2, 0.3, -5, 0
[20] CCOC(=O)CC(NC(=O)CCc1c(C)nc2ncnn2c1C)c1ccc(OC(C)C)cc1 (stereo unspecified)
    -2, -21, 0.0, -3, 12, 4, -0.1, -10, 1
[21] COC(=O)c1sc(S(=O)(=O)N2CCCCC2C(=O)O)c(C(=O)OC)c1C (stereo unspecified)
    0, -15, 0.1, 1, 7, 10, 1.1, -4, 10
[22] CN(c1ccccc1)S(=O)(=O)c1ccc(NC(=S)Nc2ccccc2)cc1
    -6, -2, 1.1, -20, 19, 11, 0.5, -5, 8
[23] CCOC1=C2[C@H](c3ccccc3Cl)N(S(=O)(=O)c3ccc(C)cc3)C[C@H]2C(C#N)(C#N)C(C#N)(C#N)C1
    ·, ·, 1.1, 13, 9, 0, ·, -6, 6
[24] COC(=O)c1ccc(OC(=O)C2CSC3(C)CCC(=O)N23)cc1 (stereo unspecified)
    -3, 9, 0.0, -3, 14, 3, -0.1, 3, -28
[25] CN(CC(=O)NCc1ccccn1)S(=O)(=O)c1ccc(F)cc1
    -11, 1, 1.8, -10, 0, 0, -0.3, -2, -12
[26] CCOCCCNC(=O)c1ccc2c(c1)ncn2C1CCCC1
    4, -2, 0.3, -11, 17, 12, 0.0, -5, -3
[27] C=Cn1cc[n+](CC(=O)c2ccc(OC)c(OC)c2)c1
    -5, 4, 0.5, 10, -6, 1, 1.6, -7, -7
[28] Cc1ccc(CNC(=O)CN2NS(=O)(=O)c3ccccc3C2=O)cc1
    ·, ·, 0.0, -13, 12, -1, ·, -1, 13
[29] COc1cccc(CNC(=O)C(C)n2nc(C)n3c(cc4occc43)c2=O)c1 (stereo unspecified)
    -3, -12, 0.6, -7, -2, 0, 1.6, -2, -14
[30] COc1ccc(NC(C)C(=O)Nc2ccc(C#N)cc2)cc1Cl (stereo unspecified)
    -22, 3, 5.1, -4, 21, 13, 5.7, -2, -4
[31] COc1ccc(N2CC(NC(=O)c3cccc4ccccc34)CC2=O)cc1OC (stereo unspecified)
    2, 5, 9.2, 12, 2, 1, 0.1, -1, -22
[32] Cc1ccc(-c2cc(C(=O)N3CCN(c4ccccc4O)CC3)c3ccccc3n2)o1
    -13, -3, 7.5, 4, -21, 14, 0.0, 4, 62*
[33] Cc1cc(C(=O)COC(=O)c2cccc(O)c2)c(C)n1C1CC1
    -5, -24, 0.4, 7, -18, 23, 2.0, 0, 1
[34] O=C(CCCN1C(=O)/C(=C/c2ccccc2)SC1=S)NCCCn1ccnc1
    -11, -17, 3.0, 12, -32, 0, 6.2, -3, -7
[35] O=[N+]([O-])c1cccc(N/N=C/c2ccc(N3CCOCC3)cc2)c1
    -15, 24, 7.1, -8, 2, 14, 8.1, -5, 58*
[36] CCOC(=O)C1CCN(c2c(C(=O)c3ccccc3)cnc3ccc(Cl)cc23)CC1
    -3, -11, -0.2, 5, -1, -1, 0.4, 2, -22
[37] Cc1[nH]c2ccccc2c1C(=O)C(=O)N1CCN(c2cccc(Cl)c2)CC1
    -11, -23, 4.5, -15, 2, 6, 2.5, 1, -26
[38] Cc1cccc(Nc2nc(-c3ccccc3)c(C(=O)Nc3cccnc3)s2)c1
    -8, -17, 2.8, 4, 16, 8, -0.3, -6, 36
[39] CCOC(=O)CCC(=O)NNC(=O)COc1ccc(C(C)C)cc1Br
    -10, -13, 0.0, -12, 9, 3, -0.8, 1, -2
[40] Cc1cc(C)nc(N2C(=O)CC(Cc3ccccc3)C2=O)n1 (stereo unspecified)
    -1, -10, 0.2, -3, 8, 9, 0.2, 0, 17
[41] O=C(NCCN1CCOCC1)c1ccc(F)cc1
    4, -9, 0.7, -15, 14, 11, 0.7, -2, 9
[42] Cc1cc(C)c(OCC(=O)OCC(=O)N2CCN(C(=O)c3ccco3)CC2)c(C)c1
    -1, -9, 1.4, -4, 19, 1, -1.4, -3, 0
[43] COc1ccccc1CNC(=O)Cc1c[nH]c2ccccc12
    2, -7, 0.4, 14, -21, 2, 1.2, 5, 21
[44] CCOC(=O)N1CCc2c(sc3c2c(=O)n(-c2ccc(CC)cc2)c(=O)n3CC(=O)NCC2CCCO2)C1 (stereo unspecified)
    -5, -22, -0.3, -9, -7, ·, -0.4, 0, ·
[45] O=C(NC(Cc1ccccc1)C(=O)NCCc1ccccn1)c1cccs1 (stereo unspecified)
    4, -8, 1.5, -8, 21, 0, 1.7, -1, -7
[46] NS(=O)(=O)c1cccc(NC(=O)c2ccc(NS(=O)(=O)c3cccc([N+](=O)[O-])c3)cc2)c1
    -3, 0, 0.0, -7, 3, 13, 3.4, -1, -24
[47] CCOC(=O)c1ccccc1NC(=O)CCNC(=O)Cn1cnc2ccccc2c1=O
    -9, -22, 0.2, -3, 8, 8, 1.4, -5, -14
[48] CN(C)CCCN(C(=O)c1ccco1)c1nc(-c2ccc(Cl)cc2)cs1
    -14, -9, 0.4, 8, -3, 8, 5.8, -4, 7
[49] CCN(CC(=O)NC1CCCC1)S(=O)(=O)c1ccc(F)cc1
    -3, -4, 0.9, -10, 17, 0, 1.1, -3, -20
[50] CC(C)(C)CN1C(N)=NC[C@@H]1Cc1ccc(O)cc1
    0, -5, 0.3, -11, 15, 11, 0.6, -7, 1

Source: PubChem
